NCI-60 one-dose screen, 48 h, at 10 µM unless noted. Numbers give growth in % (100 = growth as untreated, 0 = no growth, -100 = all killed).
HOP-92 = HOP-92 NSCLC cells. 6.3% of 71,000 active. AID 1794738
SK-MEL-5 = SK-MEL-5 melanoma; 6.4% of 80,000 active
M14 = M14 melanoma; 6.2% of 80,000 active; AID 1794745
EKVX = EKVX NSCLC; 3% of 71,000 active
A549/ATCC = A549/ATCC NSCLC; 3.7% of 81,000 active
HOP-62 = HOP-62 NSCLC; 3.9% of 80,000 active; AID 1794735
SK-MEL-28 = SK-MEL-28 melanoma; AID 1794761; 4.1% of 81,000 active
CCRF-CEM = CCRF-CEM leukemia; 7% of 77,000 active; AID 1794778
Numbers without * were called inactive; x = no result given; & = joins results of further samples. The calls were made as follows: active = growth percent below 10; inactive = the rest.

mol,HOP-92,SK-MEL-5,M14,EKVX,A549/ATCC,HOP-62,SK-MEL-28,CCRF-CEM
Cc1cn(C2CC(O)C(COP(=O)(O)O)O2)c(=O)[nH]c1=O (stereo unspecified),x,106,100,108,101,105,111,104
COc1cc(/C=C/c2nnc(-c3cc(-c4ccc(C)c(C)c4)n[nH]3)o2)cc(OC)c1OC,81,65,90,70,98,98,90,53
O=C1NC(=O)/C(=C\c2cccc(O)c2)N1,82,104,106,112,108,108,104,84
C=CC(=O)OCCOCCCC,x,112,104,103,104,103,106,80
O=C1NC(=NCc2ccccc2)NC1(c1ccccc1)c1ccccc1,79,108,106,128,103,105,117,95
CCOc1ccc2nc(C)cc(Nc3ccc(S(=O)(=O)Nc4cc(C)on4)cc3)c2c1,100,112,105,89,108,98,112,112
COC(=O)Cn1c(-c2ccc(C)cc2)nc2cc3nc4ccccc4nc3cc21,81,77,100,104,86,97,106,91
O=C(O)c1ccc(C(=O)O)o1,87,120,103,104,103,107,109,98
Cc1ccc(NC(=O)N/N=C/c2cc3ccccc3n3nnnc23)cc1,85,97,101,90,96,103,105,90
O=C(Nc1cccc(C(F)(F)F)c1)C1=NCCCCN1,93,100,100,96,95,105,106,96
O=C(Nc1cc(-c2ccccc2)nn1-c1ccccc1)c1ccc(Cl)cc1,110,90,97,84,105,101,107,109
COc1ccc(C2=C(C#N)C(=O)N3C(=S)N(c4ccccc4)C(=O)C23)cc1 (stereo unspecified),79,99,110,103,101,100,101,98
OCCOc1ccc(OCCO)cc1,81,96,105,111,98,100,105,95
Nc1cc(Cl)cc2c1-c1ccc(Cl)cc1C2O (stereo unspecified),80,92,109,60,97,98,103,98
CC1=C(C)C(=O)OC1=O,114,106,104,101,93,112,109,x

mol,HOP-92,SK-MEL-5,M14,EKVX,A549/ATCC,HOP-62,SK-MEL-28,CCRF-CEM
O=C(O)c1ccc(-n2cc(CNc3ccc(OC(F)(F)F)c(C(F)(F)F)c3)c(-c3ccc(F)cc3)n2)cc1,100,85,x,90,91,116,95,98
COc1ccc(-c2cc(-c3ccc(OC)cc3)nc(NCCCNc3ccnc4cc(Cl)ccc34)n2)cc1,56,23,33,80,18,87,37,3.1*
O=C1/C(=C/c2cccs2)CCc2ccccc21,69,103,107,89,89,103,113,x
CCCCCCCCCCCCCC1=NC(C)(C)CN1C(C)C,x,-87*,-75*,-2.5*,-50*,-80*,-73*,-44*
CCNC(=O)Oc1ccc(/C(=C(/C)Cc2ccc(OC)cc2)c2ccc(OCCN3CCCCC3)cc2)cc1,44,46,-14*,80,62,92,68,37
O=C=Nc1cc(Cl)ccc1Cl,x,109,103,102,100,103,114,99
N#Cc1cnc2cc(OC[C@@H](O)CO)c(NC(=O)C3CCCC3)cc2c1Nc1ccc(OCc2cccc(F)c2)c(Cl)c1,-37*,62,-53*,-37*,48,-52*,-85*,-27*
COC(=O)[C@@H](Cc1c[nH]c2ccccc12)NC(=O)[C@H](Cc1ccccc1)NCc1ccncc1,91,102,103,103,84,94,122,90
CC1=CC(=O)C2=C(C)CC(OC(=O)CCc3ccccc3)[C@@H]3[C@H](OC(=O)[C@@H]3C)[C@@H]12 (stereo partly specified),93,82,x,102,89,102,100,89
Nc1cccc(CC(=O)Nc2ccccc2)c1,98,102,101,x,102,106,105,91
Cn1cc(-c2nc(-c3cccnc3)cs2)c2ccccc21,x,88,88,66,76,x,102,x
Clc1ccc(SSc2ccc(Cl)cc2)cc1,74&76,73&105,94&94,69&103,47&96,98&102,103&97,98
O=C1NC(=S)S/C1=C\c1ccncc1,92,106,101,99,87,89,106,108
CN(C)CCCN1c2ccccc2S(=O)c2ccc(Cl)cc21 (stereo unspecified),98,98,93,89,97,90,104,103
CC1(C)CCc2cc(-c3ccn(S(=O)(=O)c4cccc(C(F)(F)F)c4)n3)ccc2O1,39,69,97,70,80,103,106,74

mol,HOP-92,SK-MEL-5,M14,EKVX,A549/ATCC,HOP-62,SK-MEL-28,CCRF-CEM
COc1ccc(-c2nc3ccc(C(=O)NN4C(=O)c5ccc([N+](=O)[O-])cc5C4=O)cc3[nH]2)cc1,81,83,94,91,93,92,96,83
COc1cc(-c2nc(SCC(=O)Nc3nc4ccc(C)cc4s3)[nH]c(=O)c2C#N)ccc1O,103,99,105,102,105,105,104,96
CC12CC[C@@H]3[C@]4(C)COC(c5cc(F)cc(F)c5)O[C@@H]4CC[C@@]3(C)[C@@H]1CC(C1=CCOC1=O)O2 (stereo partly specified),x,30,55,54,67,89,79,54
CC(=O)c1ccc(N=Nc2c(N)nc(N)nc2N)cc1,x,100,110,x,104,97,115,92
CCCc1c(C)nc2scc(-c3ccccc3)n2c1=O,95,99,107,x,93,97,111,98
CN(C)c1cn2c(CN3CCOCC3)nc3ccccc3c2n1,66,101,98,88,93,96,113,x
CC12CCCCC1C(C(N)=O)C(=O)O2 (stereo unspecified),x,x,104,123,106,109,105,102
Oc1cccc2c1CCCC2O (stereo unspecified),102,102,98,x,110,105,105,102
C#CCOc1ncnc2sc3c(c12)CCN(C(=O)OCC)C3,107,102,110,111,75,89,115,87
C=CCn1c(SCC(=O)Nc2cccc(C(=O)/C=C/c3ccc(C)cc3)c2)nc2ccccc2c1=O,103,97,97,91,82,113,95,98
OC(c1ccccc1)C1(c2ccccc2)CCN(Cc2ccccc2)CC1 (stereo unspecified),75,100,89,x,92,98,107,x
O=[N+]([O-])c1ccc2c(c1)CCC2,94,108,100,123,99,117,123,98
CCN1CCN(c2nc(NNC(=O)c3ccccc3)nc(N3CCN(C(c4ccccc4)c4ccccc4)CC3)n2)CC1,59,-92*,0.3*,67,54,80,83,39
O=C1/C(=C/c2ccc(F)cc2)CCc2ccccc21,84,95,101,99,67,84,114,90
Cn1cc(-c2nc(N)nnc2-c2c[nH]c3ccccc23)c2cc(Br)ccc21,x,23,6.4*,46,51,46,55,7.6*

Copied from the list.
Under EKVX, Cn1cc(-c2nc(N)nnc2-c2c[nH]c3ccccc23)c2cc(Br)ccc21 has the entry 46
Under M14, OC(c1ccccc1)C1(c2ccccc2)CCN(Cc2ccccc2)CC1 (stereo unspecified) has the entry 89
Under HOP-62, C#CCOc1ncnc2sc3c(c12)CCN(C(=O)OCC)C3 has the entry 89
Under HOP-92, O=[N+]([O-])c1ccc2c(c1)CCC2 has the entry 94
Under CCRF-CEM, O=C1/C(=C/c2ccc(F)cc2)CCc2ccccc21 has the entry 90
Under CCRF-CEM, CC12CC[C@@H]3[C@]4(C)COC(c5cc(F)cc(F)c5)O[C@@H]4CC[C@@]3(C)[C@@H]1CC(C1=CCOC1=O)O2 (stereo partly specified) has the entry 54

Following part
mol,HOP-92,SK-MEL-5,M14,EKVX,A549/ATCC,HOP-62,SK-MEL-28,CCRF-CEM
OC(CSc1ccccc1)CN1CCN(c2ccccc2)CC1 (stereo unspecified),91&83,91&100,97&101,92&108,109&101,109&105,101&102,96&104
CC(C)(C)c1ccccc1[N+](=O)[O-],118,101,96,96,103,95,111,102
Cc1ccc(Cc2ccccc2C(=O)O)cc1,123,x,104,119,98,119,111,103
N#CSCC(=O)c1ccc2ccccc2c1,154,107,103,119,119,123,103,97
O=C(O)c1ccccc1CC(CCc1ccccc1)C(=O)O (stereo unspecified),x,103,90,101,118,102,111,102
CCOC(=O)/C=C1/S/C(=N\N=C\c2ccc(OS(=O)(=O)C(F)(F)C(F)(F)C(F)(F)C(F)(F)C(F)C(F)(F)F)cc2)N(c2ccccc2)C1=O (stereo unspecified),99,102,103,105,107,112,111,102
O=C1CCc2ccc(OCc3cn(Cc4ccccc4Cn4cc(COc5ccc6c(c5)NC(=O)CC6)nn4)nn3)cc2N1,97,93,111,107,109,118,95,102
CC(=O)Nc1nc2c(s1)Nc1cc(C)c(C)cc1NC2=O,x,x,101,x,104,100,109,100
CC1=N/C(=C/c2ccccc2)C(=O)O1,85,107,97,97,80,105,76,98
COc1ccc(-c2nsc3c2NC(=O)CC3c2ccc3c(c2)OCO3)cc1 (stereo unspecified),3.0*,26,18,x,27,31,57,3.8*
NNCc1ccccc1Cl,108,108,108,113,94,101,102,102
O=S(=O)(NCCCNc1nccc(-c2[nH]c(-c3ccccc3)nc2-c2ccc(Cl)c(O)c2)n1)c1ccc(Br)cc1,46,0.5*,x,44,30,47,17,22
COc1ccc(-n2c(-c3ccccc3)c(-c3ccccc3)c3c(SCC(=O)NN)ncnc32)cc1,61,71,93,80,83,79,95,107
CCN(CC)c1ccc2cc(C(Nc3ccc4c(c3)OCO4)c3nnnn3C(C)(C)C)c(=O)oc2c1 (stereo unspecified),88,98,94,94,99,94,111,100
COC(=O)c1ccc(F)cc1,102,102,101,115,99,104,105,108

An excerpt of these results, field by field.
SMILES: O=C(O)c1ccccc1CC(CCc1ccccc1)C(=O)O (stereo unspecified)
  HOP-92: x	SK-MEL-5: 103	M14: 90	EKVX: 101	A549/ATCC: 118	HOP-62: 102	SK-MEL-28: 111	CCRF-CEM: 102
SMILES: CCOC(=O)/C=C1/S/C(=N\N=C\c2ccc(OS(=O)(=O)C(F)(F)C(F)(F)C(F)(F)C(F)(F)C(F)C(F)(F)F)cc2)N(c2ccccc2)C1=O (stereo unspecified)
  HOP-92: 99	SK-MEL-5: 102	M14: 103	EKVX: 105	A549/ATCC: 107	HOP-62: 112	SK-MEL-28: 111	CCRF-CEM: 102

More compounds.
mol,HOP-92,SK-MEL-5,M14,EKVX,A549/ATCC,HOP-62,SK-MEL-28,CCRF-CEM
CC(=O)N1N=C(CCC(=O)c2nc3ccc([N+](=O)[O-])cc3[nH]2)OC1c1ccc(O)cc1 (stereo unspecified),118,112,103,92,106,91,115,114
CCOc1ccc2nc(N(Cc3ccc(C(C)C)cc3)C(=O)CC)sc2c1,99,96,94,78,91,x,97,100
COC(=O)CC1=CCC(n2cc(F)c(-n3cncn3)nc2=O)O1 (stereo unspecified),76,106,102,121,107,98,105,99
Cc1nc2cc(Nc3nc(Nc4ccc(F)cc4)nc(Nc4ccc(F)cc4)n3)ccc2n1Cc1ccccc1,62,99,101,x,92,91,104,89
O=C(Nc1ccccn1)[C@H](O)[C@@H](O)C(=O)N1CCOCC1,106,99,103,109,100,104,114,99
O=C(O)c1cccc(N2C(=O)/C(=C\c3ccc(-c4ccc(Cl)cc4)o3)SC2=S)c1,109,95,105,92,106,99,102,103
COc1ccc(N=NC(C#N)C(N)=O)cc1 (stereo unspecified),95,113,110,81,100,112,105,102
O=[N+]([O-])c1ccc(Sc2ccncn2)c([N+](=O)[O-])c1,103,93,8.8*,105,122,92,96,41
COc1ccc2c(c1)c(-c1nnc(N)nc1-c1cn(C)c3ccccc13)cn2C,98,98,86,93,96,89,97,94
NC(C(=O)O)c1ccc(O)cc1 (stereo unspecified),100,101,105,109,104,106,109,93
N/C(=N\C(N)=N\c1nc2ccccc2s1)c1ccncc1,65,59,50,79,89,61,67,63
COC1C(O)CC(OC2CC(OC3CC(O[C@@H]4C(=O)c5c(cc6cc(OC7CC(OC8CC(O)C(O)C(C)O8)C(O)C(C)O7)c(C)c(O)c6c5O)CC4[C@H](OC)[C@@H](O)C(C)=O)OC(C)C3O)OC(C)C2O)OC1C (stereo partly specified),5.0*,-65*,-21*,20,3.4*,-3.9*,-14*,17
Cc1ccc2oc(=O)c(S(=O)(=O)Nc3ccc(S(=O)(=O)Nc4ncccn4)cc3)c(O)c2c1,99,101,103,95,98,96,108,100
C=CCN1C(=O)c2cccc3c(Nc4ncccc4O)ccc(c23)C1=O,63,87,93,68,102,92,104,92
O=C(CN1CCN(c2cc(=O)n(-c3ccccc3)c3ccccc23)CC1)Nc1cccc([N+](=O)[O-])c1,52,47,86,67,73,86,95,74

mol,HOP-92,SK-MEL-5,M14,EKVX,A549/ATCC,HOP-62,SK-MEL-28,CCRF-CEM
CCC(=O)N1CCNc2nc(N)[nH]c(=O)c21,99,104,91,108,89,104,109,103
CCN(CC)CCNC(=O)COc1ccc(OC)cc1,81,96,100,100,98,112,108,99
COC(=O)[C@@H](NC(=O)CNC(=O)[C@H]1CCCN1C(=O)C(Cc1ccccc1)NC(=S)Nc1cc(C(F)(F)F)cc(C(F)(F)F)c1)C(C)C (stereo partly specified),x,35,50,45,28,64,60,47
COc1ccc(C2=NN(C(C)=O)C(c3ccc(C)s3)C2)cc1 (stereo unspecified),87,102,106,54,91,103,123,86
CC(=O)Nc1cccc(Nc2nc(N[C@H](C)c3ccccc3)c3ccccc3n2)c1,22,39,59,52,41,73,75,x
CC1SC(c2cccs2)N(Nc2ccccc2)C1=O (stereo unspecified),99,100,x,101,100,102,114,103
C=CCOC(=O)Oc1ccc(Cl)cc1,95,105,112,x,95,94,118,107
CCOC(=O)c1cc(-c2nc3ccccc3s2)c(=O)n(NS(=O)(=O)c2ccc(C)cc2)c1N,118,96,113,100,101,99,115,100
CCOC(=O)C(=CCC(C)C)C(=O)OCC,89,103,96,112,104,89,107,108
O=C1S/C(=C\c2ccco2)C(=O)N1/N=C/c1ccco1,90,99,97,98,98,101,101,59
CCOC(=O)/C=C/c1cccc2c1C(=O)NC(C)(c1cc3cc(Br)ccc3oc1=O)N2 (stereo unspecified),40,48,42,44,40,66,58,37
CCN(CC)CCOC(=O)c1ccc([N+](=O)[O-])cc1,x,111,105,112,88,94,110,114
COc1ccccc1-c1c(-c2ccccc2)c[nH]c1C(=O)O,96,98,98,94,89,98,107,94
O=C(NNc1nc2cc(F)cc(F)c2n2cccc12)c1cnccn1,26,14,x,8.7*,15,15,26,11
C/C=C/C1OC23CCCCC2C(C#N)(C(=N)O3)C1(C#N)C#N (stereo unspecified),117,99,93,106,104,103,109,81
COc1ccc(-c2cc(=O)c3c(C)cc(O)cc3o2)cc1,x,96,115,114,138,124,115,88
CC1(C)OC2C(CO)OC(n3cnc4c(=S)nc(N)[nH]c43)C2O1 (stereo unspecified),71,116,88,107,101,94,108,86

Compounds as they come (roughly 12% active in at least one column).
